Screening data as filed in PubChem BioAssay.
TRPC4 block – inhibitors of mouse TRPC4 channel, primary screen, Fluo4 calcium, HEK293 TRPC4beta/mu-opioid cells. DAMGO-evoked Fluo4 calcium flux; stronger effect = lower value. B-score at 10 µM. Short transient receptor potential channel 4 (Mus musculus), Q9QUQ5. hit rate 0.39% among 300,000;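 active = B-score over 3 SD under the library average, no early fluorescence shift, positive overall ratio signal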
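Assay system: Stable TRPC4beta/mu-opioid receptor HEK293 cells | Reagent: DAMGO in two steps, submaximal then maximal | Compound dosing: Single concentration per test compound | Signal: Fluo4 Ca2+ flux fluorescence | Evaluation: Per-well B score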
TRPC6 inhibitor – mouse TRPC6 channel inhibitors, primary screen, cell-based, HEK293, membrane potential dye. Short transient receptor potential channel 6 (Mus musculus), Q61143. ACh-evoked depolarization; stronger effect = lower value. B-score at 10 µM. hit rate 1.1% among 310,000. AID 2553, 2010;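 active = B-score under library mean minus 3 SD, initial fluorescence not abnormally high, positive integrated signal ratio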;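 note: B-score derived from integrated fluorescence ratio over the kinetic read; more negative B-score means stronger inhibition of depolarization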
Target sequence (Q61143 whole entry, looked up): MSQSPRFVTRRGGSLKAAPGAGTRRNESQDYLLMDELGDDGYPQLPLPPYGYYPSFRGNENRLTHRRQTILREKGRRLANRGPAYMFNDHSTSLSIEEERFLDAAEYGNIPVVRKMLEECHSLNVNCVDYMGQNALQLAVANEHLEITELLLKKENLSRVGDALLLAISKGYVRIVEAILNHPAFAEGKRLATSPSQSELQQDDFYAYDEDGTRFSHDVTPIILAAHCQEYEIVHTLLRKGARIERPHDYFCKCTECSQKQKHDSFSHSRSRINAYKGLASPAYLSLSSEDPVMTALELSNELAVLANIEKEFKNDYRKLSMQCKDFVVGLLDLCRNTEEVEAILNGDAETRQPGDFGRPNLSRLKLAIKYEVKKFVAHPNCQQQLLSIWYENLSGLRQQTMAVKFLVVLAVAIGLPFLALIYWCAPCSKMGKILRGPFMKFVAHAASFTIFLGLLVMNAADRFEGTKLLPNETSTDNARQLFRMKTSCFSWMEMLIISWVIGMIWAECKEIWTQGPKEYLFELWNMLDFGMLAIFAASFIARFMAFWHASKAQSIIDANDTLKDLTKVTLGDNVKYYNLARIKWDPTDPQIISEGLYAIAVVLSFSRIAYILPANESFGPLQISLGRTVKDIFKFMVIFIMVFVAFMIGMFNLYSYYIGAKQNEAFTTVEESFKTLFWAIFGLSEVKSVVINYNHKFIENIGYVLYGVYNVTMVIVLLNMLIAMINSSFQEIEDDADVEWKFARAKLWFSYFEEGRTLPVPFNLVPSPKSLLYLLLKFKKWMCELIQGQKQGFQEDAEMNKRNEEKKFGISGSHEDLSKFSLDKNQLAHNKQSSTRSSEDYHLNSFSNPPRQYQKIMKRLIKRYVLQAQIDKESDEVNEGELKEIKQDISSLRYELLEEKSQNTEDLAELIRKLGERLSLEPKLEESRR
HIF act – HIF pathway transcriptional activators, primary screen, cell-based, U2OS HRE-luciferase, luminescence. activation, % at 7.5 µM (by protocol). hit rate 0.32% among 300,000. U2OS HRE-luciferase reporter; normalized: DMSO 0%, desferrioxamine 100%;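 active = mean activation of at least 10% of the iron chelator positive control signal, with at least half of replicates also reaching 10%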
SKKanGAS inh – S. pyogenes SKKanGAS growth inhibitors in kanamycin, primary screen, streptokinase expression inhibitor project, SKKanGAS strain, BacTiter-Glo luminescence; 6 h; inhibition, % at 7.5 µM; hit rate 1.3% among 300,000; AID 1662, 2009;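 active = mean replicate score, as percent of positive control median, at least 50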;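 note: strain carries kanamycin resistance gene driven by streptokinase promoter and grows in 40 µg/ml kanamycin; loss of luminescence reflects streptokinase promoter inhibition or plain growth inhibition; 0% = median of DMSO wells and 100% = positive control at its reference dose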
aSyn UTR inh – MLPCN primary screen, SNCA 5' untranslated region; alpha-synuclein 5'UTR reporter, inhibitor activity; inhibition, % (tested at 7.5 µM); hit rate 0.82% among 300,000; AID 1813, 2009; in the data active = inhibition above about 60%;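 note: H4 neuroglioblastoma cells stably carrying SNCA 5'UTR luciferase fusion; 0% = DMSO wells and 100% = positive control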
TRPC4 potent – positive allosteric modulators of TRPC4, primary screen, cell-based, mouse TRPC4beta, HEK293 mu-opioid, Fluo-4 calcium; DAMGO EC20, Fluo-4 Ca2+ flux; stronger effect = higher value; Short transient receptor potential channel 4 (Mus musculus), Q9QUQ5; B-score at 10 µM; hit rate 0.42% among 310,000; AID 2227, 2009;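 active = B-score of calcium response area above 5 SD of library B-scores, with initial fluorescence ratio within 5 SD of library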;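 note: B-score of integrated fluorescence ratio over time as area under calcium response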
TRPC6 act – mouse TRPC6 channel activators, primary screen, cell-based, HEK293, membrane potential dye | Short transient receptor potential channel 6 (Mus musculus), Q61143 | HEK293-TRPC6 membrane potential dye fluorescence; stronger effect = higher value | B-score at 10 µM | hit rate 0.13% among 310,000 | AID 2550, 2010;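 active = B-score of the integrated fluorescence ratio above library mean plus 3 SD, and starting fluorescence ratio within library mean plus 5 SD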;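 note: higher score means more depolarization so channel activation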
TRPC4 agonist – activators of mouse TRPC4 channel, primary screen, Fluo4 calcium, HEK293 TRPC4beta/mu-opioid cells | Fluo4 calcium fluorescence; stronger effect = higher value | B-score at 10 µM | hit rate 0.49% among 310,000;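 active = B-score above 5 SD of library B-scores, and initial fluorescence ratio not above library mean plus 5 SD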;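 note: positive B-score marks a calcium rise read as TRPC4 activation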
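Assay system: HEK293 stable line with TRPC4beta plus mu-opioid receptor; schedule: 45 min room-temperature Fluo4 loading, 110 s read; technique: kinetic Fluo4 calcium fluorescence; evaluation: integrated baseline-normalised fluorescence ratio, converted to per-well B score; controls: buffer (low) and maximal DAMGO (high)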
KLF5 inh – KLF5 expression inhibitors, primary screen, DLD-1 cells, luminescence; hit rate 0.23% among 290,000; inhibition, % at 5 µM; DLD-1 KLF5 promoter-luciferase reporter; AID 1700, 2009;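 active = inhibition above a per-plate limit of that plate's mean compound inhibition plus 3 SD, cut at about 60% in these data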;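 note: 0% = DMSO wells and 100% = LY294002 at 200 µM; higher means less KLF5 promoter-driven luciferase light; inactives centre near -14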
IEC-6 cytotox – cytotoxicity in IEC-6 intestinal epithelial cells, primary screen, cytotoxicity control for KLF5 inhibitor project, cell-based, luminescence; inhibition, % at 5 µM; IEC-6 cytotoxicity, luminescence viability; hit rate 0.78% among 290,000; AID 1825, 2009; in the data active = inhibition above about 22%;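 note: 0% = plate median of test compound wells and 100% = cytotoxic reference compound wells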
MrgX1 antagonist – antagonists of human MrgX1 receptor, primary screen, HEK293 cells, Fluo-4 calcium flux; Mas-related G-protein coupled receptor member X1 (Homo sapiens), Q96LB2; BAM8-22 antagonism; stronger effect = lower value; B-score at 10 µM; hit rate 1.3% among 310,000;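 active = calcium-response B-score plate-corrected more than 3 library SD below zero, starting fluorescence within 5 deviations, no agonist response on first addition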;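 note: peak minus trough fluorescence over baseline after final BAM8-22 challenge near maximal dose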
Numbers without * were called inactive; i = inactive; . = not tested or not shown. Random draw from the library; overall some 5.8% were active at least once.

item	mol	TRPC4 block	TRPC6 inhibitor	HIF act	SKKanGAS inh	aSyn UTR inh	TRPC4 potent	TRPC6 act	TRPC4 agonist	KLF5 inh	IEC-6 cytotox	MrgX1 antagonist
1	CCOc1ccc(Oc2cc(N)cc([N+](=O)[O-])c2)cc1	i	i	0.4	1	-12	i	i	i	-18	5	i
2	O=C(C1CCN(c2nnc(N3CCCC3=O)s2)CC1)N1CCN(c2cccc(C(F)(F)F)c2)CC1	i	i	-0.8	3	12	i	i	i	-19	0	i
3	Cc1ncc(C(=O)O)c(C(=O)O)c1N	i	i	-19	-1	-4	i	i	i	-18	-1	i
4	CCOc1c(C(=O)CC)cc2c(C)cc(=O)oc2c1C	i	i	-0.5	7	10	i	i	i	4	4	i
5	CCc1nnc(NC(=O)Cn2nc(-c3ccccc3OC)ccc2=O)s1	.	i	0.0	-8	-55	i	i	i	-16	-10	i
6	CCCn1cc(CN2CCC(C(=O)Nc3cccc(-c4cscn4)c3)CC2)c(C)n1	i	i	0.5	-6	-16	i	i	i	-44	-7	i
7	COCC(C)NCc1cccc2ccccc12 (stereo not drawn)	i	i	0.4	6	-7	i	i	i	-22	-2	i
8	O=C(COC(=O)[C@@H]1CCCN1S(=O)(=O)c1ccc(Cl)cc1)NC12CC3CC(CC(C3)C1)C2	i	i	-0.2	8	15	i	i	i	-14	-4	i
9	O=c1[nH]cnc2ccsc12	i	i	0.4	-4	-5	i	i	i	-34	-1	i
10	O=C(Nc1nc(-c2ccccc2)cs1)C1CCCCN1S(=O)(=O)c1ccc(Cl)cc1 (stereo not drawn)	.	i	-0.2	18	-24	i	i	i	7	-5	i
11	COc1ccc(C(=O)Nc2nc3ccccc3[nH]2)cc1	i	i	-6.0	22	71*	i	i	i	65*	15	i
12	Cc1ccc(C)c(S(=O)(=O)Nc2cc3c4c(c2)CC(=O)N4CCC3)c1	i	i	-28	0	4	i	i	i	.	.	i
13	Cc1ccc2nc(/C(C#N)=C/c3ccccc3C(=O)O)[nH]c2c1	i	i	-0.7	-3	3	i	i	i	7	5	i
14	O=C(OCc1ccc(COC(=O)c2cccnc2Cl)cc1)c1cccnc1Cl	i	i	-0.2	5	20	i	i	i	-11	-8	i
15	CCn1cc(CNC(=O)c2ccc3nc(Cc4ccc(OC)cc4)oc3c2)cn1	i	i	0.9	-5	-16	i	i	i	-27	4	i
16	CCOc1ccccc1N(CC(=O)OC)S(C)(=O)=O	i	i	-0.1	1	28	i	i	i	-19	-1	-6.2*
17	NN/C(=C\[N+](=O)[O-])Nc1ccc(Cl)cc1	i	i	0.5	37	-30	i	i	i	7	-1	i
18	CN1CCCC(OC(=O)c2ccc3c(c2)OCCO3)C1 (stereo not drawn)	i	i	0.0	-2	11	i	i	i	-55	-1	.
19	COc1ccc(S(=O)(=O)NCCC(C)C)cc1C	i	i	-0.5	0	-15	i	i	i	3	4	i
20	Cn1ccnc1SCC(=O)Nc1cc(S(=O)(=O)N2CCOCC2)ccc1Cl	i	i	0.1	1	15	i	i	i	-8	-6	i
21	COc1ccc(N2CCN(C(=O)Cn3c(=O)c4cccn4c4cccnc43)CC2)cc1	i	i	0.7	-5	9	i	i	i	-13	-3	i
22	O=C1NC(c2ccccc2)CCC1(Cl)Cl (stereo not drawn)	i	i	0.3	-3	-8	i	i	i	-15	-1	i
23	CCOC(=O)Cc1ccc(NC(=O)c2cccc([N+](=O)[O-])c2)cc1	i	i	0.5	-5	-23	i	i	i	-5	5	i
24	CCCC(=O)n1nc(-c2ccccc2)nc1N	i	i	-0.3	0	-8	i	i	i	14	-2	i
25	Cc1nonc1N1CCN(Cc2cn[nH]c2-c2ccc(F)cc2F)CC1	i	i	1.5	0	1	i	i	i	-36	4	i
26	COCCNc1oc(/C=C/c2ccc(F)cc2)nc1S(=O)(=O)c1ccccc1	i	i	-0.3	0	-1	i	i	i	-9	3	i
27	CCOC(=O)C1CCCCN1Cc1ccc(OC)c(OC)c1 (stereo not drawn)	i	i	-0.2	-1	14	i	i	i	-22	2	i
28	Cc1nn(C(C)C(=O)NCCc2cccs2)c(=O)c2nn(-c3ccccc3)c(C)c12 (stereo not drawn)	i	i	-0.1	22	7	i	i	i	-15	6	i
29	Cc1nc(SCC(O)CCl)c([N+](=O)[O-])[nH]1 (stereo not drawn)	i	i	-0.4	-5	4	i	i	i	-19	3	i
30	Cc1ccc2oc(C(=O)NCc3ccc4c(c3)OCO4)c(C)c2c1	i	i	-0.7	-4	32	i	i	i	-2	48*	i
31	N#C/C(N)=C(/C#N)N=Cc1cccc(Cl)c1	i	i	0.8	-6	-25	11*	i	i	-13	1	i
32	CSc1ccc(S(=O)(=O)N(C)Cc2ccccc2)cc1	i	i	0.2	3	27	i	i	i	-7	0	i
33	Cc1ccc(Cn2ncc3c(N4CCN(CC#N)CC4)ncnc32)cc1	i	i	-1.0	6	-6	i	i	i	-5	2	i
34	Cc1ccc(S(=O)(=O)N(C)c2c(C)ccc(S(N)(=O)=O)c2C)cc1	i	i	.	1	.	i	i	i	-27	3	i
35	Cc1c(C)n(C)c2ccc(C(=O)NCCCN3CCCC3)cc12	i	i	-0.4	-4	-4	i	i	i	-33	-6	i
36	Cc1ccc(C(C(=O)NC2CCCCC2)N(CC2CCCO2)C(=O)CCCC(=O)Nc2ccccn2)cc1 (stereo not drawn)	i	i	0.0	-1	12	i	i	i	-19	4	i
37	CCOC(=O)N/N=C/C=C/c1ccccc1	i	i	1.3	6	-105	i	i	i	-39	-5	i
38	O=C1[C@H]2[C@H](C=CC[C@H]2C(=O)N2CCN(c3ccccc3)CC2)CCN1Cc1ccccc1	.	i	-0.4	0	5	i	i	i	.	.	i
39	COc1cccc(C(=O)NNc2c3ccccc3nc3ccccc23)c1	i	i	-0.1	12	-44	i	i	i	-18	5	i
40	O=C(O)CSCC(=O)N1CCN(c2cc(C(F)(F)F)nc3ccccc23)CC1	i	i	-23	-5	9	i	i	i	-13	-4	i
41	CCn1c(C(O)c2cc(OC)ccc2OC)nc2ccccc21 (stereo not drawn)	i	i	-1.2	-3	4	i	i	i	0	10	i
42	O=C(CSc1nccn1Cc1ccc(F)cc1)NC1CCCC1	i	i	0.2	0	-2	i	i	i	-11	3	i
43	Cc1ccc(NC2=C(Cl)C(=O)OC2OC(=O)c2ccco2)cc1C (stereo not drawn)	i	i	-0.2	-9	2	i	i	i	-24	3	i
44	O=C(COC(=O)/C=C/c1ccccc1[N+](=O)[O-])Nc1ccc(OC(F)F)cc1	i	i	-0.1	6	-18	i	i	i	-7	-10	i
45	COc1ccc(NC(=S)N/N=C2\CC(C)(C)Oc3ccc(O)cc32)cc1	i	i	0.1	7	22	i	i	i	9	-1	i
46	NC(=O)COC(=O)c1cccc2c1-c1ccccc1C2=O	i	i	0.6	1	16	i	i	i	-49	-16	i
47	O=C(c1ccc(-n2cnnn2)cc1)N1CCN(C(c2ccccc2)c2ccccc2)CC1	i	-5.3*	-0.2	-5	34	i	i	i	3	5	i
48	COc1ccc(OC)c(/C=N/NC(=O)c2cccc3ccccc23)c1	i	i	-0.6	2	-10	i	i	i	.	.	i
49	CCCCCCC#Cc1cncc(C(=O)NNC(=O)Nc2cc(Cl)cc(Cl)c2)c1	i	i	-0.1	2	-1	i	i	i	-11	-10	i
50	O=C1COc2ccc(S(=O)(=O)NCc3ccc(Cl)cc3)cc2N1	i	i	0.4	-14	-2	i	i	i	-6	7	i
51	CCCC(=O)Nc1ccc2nc(C)n(Cc3ccccc3Cl)c(=O)c2c1	i	i	-0.7	2	6	i	i	i	-13	0	i
52	COc1cc2c3c(c1)c(N=NC(N)=S)c(O)n3C(C)(C)C=C2C	i	i	-0.5	13	13	i	i	i	-15	-5	i
53	COCCCn1c(SCc2cccc(OC)c2)nc2cc(OC)c(OC)cc2c1=N	i	i	-0.7	-5	22	i	i	i	7	3	i
54	O=C(COC(=O)C1CC2C=CC1C2)Nc1ccc2c(c1)OC(F)(F)O2 (stereo not drawn)	i	i	0.1	4	-1	i	i	i	-11	4	i
55	O=C(CCCc1c[nH]c2ccccc12)Nc1ncccc1O	i	i	0.7	-1	-18	i	i	i	-29	2	i
56	Cc1ccc(C2=NNC3(CCOC(C)(C)C3)S2)cc1 (stereo not drawn)	i	i	1.5	-10	-164	i	i	i	-32	1	i
57	O=S(=O)(Nc1nnc(C2CCCCC2)s1)c1ccc(F)cc1	i	i	-0.8	-4	0	i	i	i	-46	0	i
58	O=C(COc1ccc(F)cc1Cl)N(Cc1nnc(-c2ccccc2Cl)o1)C1CC1	i	i	-0.3	0	-22	i	i	i	13	3	i
59	Cc1ccc(-c2nc3ncccc3o2)cc1NC(=O)Cc1ccc(Cl)cc1	i	i	0.2	-1	-9	i	i	i	-3	4	i
60	CC(=O)Nc1ccc(OCc2cnc(Cl)s2)cc1	i	i	1.2	-1	-40	i	i	i	-51	-9	i
61	COc1ccc(-c2nnc(NC(=O)C(C)C)o2)cc1	i	i	0.5	0	-21	i	i	i	-21	-3	i
